From PubChem BioAssay
All columns: NCI-60 one-dose screen, growth in % after 48 h at 10 µM unless noted; 100 = growth as untreated, 0 = no growth, -100 = all killed.
SR – SR leukemia cells; actives 8.7% (n = 73,000); AID 1794780
K-562 – K-562 leukemia. AID 1794777. actives 7.4% (n = 78,000)
BT-549 – BT-549 breast cancer; actives 4.4% (n = 78,000); AID 1794793
MCF7 – MCF7 breast cancer | actives 6.3% (n = 82,000)
MDA-MB-231 – MDA-MB-231 breast cancer | AID 1794789 | actives 5% (n = 81,000)
MDA-MB-468 – MDA-MB-468 breast cancer; actives 8.5% (n = 78,000); AID 2202374
HS 578T – HS 578T breast cancer. actives 4.1% (n = 78,000). AID 1794788
T-47D – T-47D breast cancer; actives 5% (n = 79,000)
An asterisk follows results filed as active; . = not tested or not shown; & = joins results of further samples. The calls were made as follows: active = growth percent below 10; inactive = the rest. Outcome played no part in choosing rows; any-hit rate near 13%.

The first 4 entries as a preview:
cpd	compound	SR	K-562	BT-549	MCF7	MDA-MB-231	MDA-MB-468	HS 578T	T-47D
1	O=C(CCl)Oc1ccc(C2CCCCC2)cc1	99	107	106	104	108	97	108	96
2	O=C(Nc1ccccc1)Nc1ccccc1	105&88&89	97&95	119&100	97&87&92	114&89&109	111&63&105	109&94&94	94&81&87
3	CCOC(=O)C(NC(C)=O)C(=O)c1ccccc1 (configuration not stated)	107	120	92	97	112	97	83	94
4	CCN(CC)Cc1cc(-c2cncc(Cl)c2N2CCC3(CCNC3=O)CC2)ccc1O	74	96	104	81	100	85	104	76

The whole of this part, from the start:
cpd	compound	SR	K-562	BT-549	MCF7	MDA-MB-231	MDA-MB-468	HS 578T	T-47D
1	O=C(CCl)Oc1ccc(C2CCCCC2)cc1	99	107	106	104	108	97	108	96
2	O=C(Nc1ccccc1)Nc1ccccc1	105&88&89	97&95	119&100	97&87&92	114&89&109	111&63&105	109&94&94	94&81&87
3	CCOC(=O)C(NC(C)=O)C(=O)c1ccccc1 (configuration not stated)	107	120	92	97	112	97	83	94
4	CCN(CC)Cc1cc(-c2cncc(Cl)c2N2CCC3(CCNC3=O)CC2)ccc1O	74	96	104	81	100	85	104	76
5	CC(=O)CSc1nc2nccnc2[nH]1	102	114	96	105	134	.	106	102
6	COCCOC(=O)c1ccc(C(C)C)cc1	96	106	98	96	102	106	117	85
7	Cc1cccc(C)c1-n1c(SCCc2c[nH]c3ccccc23)nnc1-c1ccncc1	61	47	40	56	75	66	75	23
8	COc1ccc(NC(=O)n2c(=O)cc(C)c3ccc(O)cc32)cc1	106	98	102	107	86	101	101	98
9	COc1ncc(-c2ccc3nc(N)n(-c4ccccc4C(F)(F)F)c(=O)c3c2)cc1S(=O)(=O)Nc1ccc(F)cc1F	39	62	49	44	-11*	-37*	42	30
10	Nc1c[nH]ccc1=O	102	96	108	95	111	102	104	101
11	CC(=O)C(=O)N(N)C1=NN=C2N=C(C)C=C(c3ccccc3)N2N1	99	91	108	97	99	108	111	115
12	CCn1c(=N)sc2nc3ccccc3n2c1=O	100	87	105	93	98	.	102	83
13	O=c1[nH]c2cc(Cl)ccc2nc1/C=C(\O)c1ccc(F)cc1	108	103	115	91	111	102	104	110
14	Cc1cc(N2CCN(CC(=O)Nc3ccc4c(ccn4Cc4ccccc4)c3)CC2)nc(N2CCC(C)CC2)n1	90	44	77	50	92	58	76	69
15	O=c1[nH]c2ccccc2n2cc3ncccc3c12	98	98	144	109	103	102	107	94
16	Cc1ccc(C2CC(c3ccc(Cl)cc3)=NN2c2nc(-c3cc4ccccc4oc3=O)cs2)cc1 (configuration not stated)	100	104	119	66	92	77	98	97
17	O=c1c2cc(F)ccc2nc2n1CCO2	102	109	.	95	116	95	96	101
18	Cc1cc(C)c(NC(=O)c2sc3nc4c(cc3c2N)C(=O)CCC4)c(C)c1	11	20	57	17	36	-27*	18	41
19	NS(=O)(=O)c1ccc(Nc2nc(N3CCOCC3)c3ccccc3n2)cc1	84	108	71	93	103	91	100	65
20	CCOC(=O)c1c(Nc2ccccc2)nn2c(-c3ccc(F)cc3)c(C#N)cnc12	95	94	98	88	93	100	72	94
21	CCCCCCCCCCCCCC(=O)c1ccccc1	100	106	103	97	102	105	98	89
22	COc1cccc(/C=C/C(=O)OCC(=O)Nc2cccc(S(=O)(=O)N(C)C)c2)c1	86	92	96	98	103	.	99	88
23	CN1CCC(=C2c3ccccc3C(O)c3ccccc32)CC1 (configuration not stated)	90	98	99	93	111	87	95	101
24	NNc1ncnc2nc[nH]c12	32	48	85	33	15	37	85	62
25	CNC(=O)c1cc(-n2ccc3cc(NS(=O)(=O)c4ccc(Cl)c(C(F)(F)F)c4)ccc32)ccn1	84	73	96	92	91	72	107	62
26	O=S(Cc1ccccc1)c1ccccc1 (configuration not stated)	98	98	106	104	106	92	105	107
27	COc1ccc(C/C(C)=C(\c2ccc(Cl)cc2)c2ccc(OCCN3CCOCC3)cc2)cc1	88	75	96	86	98	97	92	68
28	CC1=C(C(=O)/C=C/c2ccccc2O)C(c2ccccc2)NC(=S)N1 (configuration not stated)	90	98	102	89	92	109	96	100
29	COc1ccc(-c2c(-c3ccc(OC)c(O)c3)cnc3ncnn23)cc1	109	.	102	95	102	109	104	103
30	O=C1C2=C(CCN(Cc3ccccc3)C2)N2CCN=C2N1Cc1cccs1	88	89	105	103	117	98	96	80
31	COc1ccc(C(=O)C(Br)C(Br)C(=O)O)cc1 (configuration not stated)	.	109	99	91	111	93	100	106
32	C[C@@H]1N=C(c2coc3ccccc23)Nc2nc3ccccn3c2C1=O	.	87	84	63	71	81	91	83
33	CCCCCCn1c(-c2ccc(C(=O)O/N=C(\N)c3ccc(Cl)cc3)cc2)nc(-c2ccccc2)c1-c1ccccc1	116	104	109	91	93	100	101	106
34	COc1cccc2c(N)cccc12	104	104	.	86	88	106	101	82
35	COc1ccc2c(c1)/C(=C(\C#N)C(=O)c1ccccc1)C(=O)N2	108	120	105	101	94	112	103	101
36	CCn1c2c(c3ccccc31)CCSC2(C)CCN(C)C (configuration not stated)	91	96	110	100	71	87	77	85
37	CCN(CC)CCC(O)(c1ccc2c(c1)OCO2)c1cc(OC)c(OC)c(OC)c1 (configuration not stated)	86	89	101	105	102	111	110	110
38	COc1cc(C(C)O)cc(OC)c1OC (configuration not stated)	100	.	.	92	94	104	100	95
39	O=C(CSc1nc2c(c(=O)[nH]1)CCCC2)NNC(=O)c1ccccc1	95	108	115	101	103	128	118	94
40	C=C1c2c(C)nn(-c3ccc(O)cc3)c2N(C)C23C[C@@H]1C1(C)c4c(C)nn(-c5ccc(O)cc5)c4N(C)C(C)(C[C@H]12)C3 (some centres not stated)	.	18	29	6.0*	15	-5.7*	52	.
41	COC(=O)C(Cc1c[nH]c2ccccc12)NC(=O)C(NC(=O)OC(C)(C)C)C(C)C (configuration not stated)	.	124	99	103	101	98	106	105
42	Cc1cc(=O)oc2ccc3ccccc3c12	87	90	90	108	113	99	107	83
43	O=C(CN1CCN(c2cc(=O)n(-c3ccccc3)c3ccccc23)CC1)Nc1ccc(F)cc1	76	37	59	38	63	9.5*	89	30
44	CC1(C)CC2=C3C=C[C@@H]4[C@@]5(C)CCC(=O)C(C)(C)[C@@H]5CC[C@@]4(C)[C@]3(C)CC[C@@]2(C(=O)O)CC1=O	72	92	41	57	75	74	96	74
45	Cn1c2ccccc2n2cc(-c3ccc([N+](=O)[O-])cc3)nc12	.	66	100	51	73	102	87	74
46	CCC(C)(C)c1ccc(Nc2ccc(Nc3ccc(C(C)(C)CC)cc3)cc2)cc1	88	80	133	80	93	101	89	58
47	COc1cc(/C=C/C(=N/O)c2ccc(N)cc2)cc(OC)c1OC	79	89	101	88	68	79	97	72
48	Cc1ccc2nc(C)c(-c3nnc(SCc4ccc([N+](=O)[O-])cc4)o3)n2c1	.	81	76	88	81	73	53	76
49	CN(C)CSCCO	116	105	109	104	111	103	106	103
50	O=C(O)C1(Nc2ccccc2Cl)CCCC1	91&92	103&99	104	101&96	96&100	115&100	99&113	92&96

Later entries
cpd	compound	SR	K-562	BT-549	MCF7	MDA-MB-231	MDA-MB-468	HS 578T	T-47D
51	CCCC(=O)Oc1ccc(CC)cc1	90	97	107	92	111	117	113	91
52	C#CCn1c(CO)ccc1CNc1ccccc1OC	106	103	114	100	111	116	105	107
53	N#Cc1c(-c2ccc(F)cc2)nc2c(N=Nc3ccc(S(N)(=O)=O)cc3)c(N)nn2c1N	107	67	85	41	63	29	77	52
54	Nc1c(C(=O)Nc2ccc3c(c2)OCCO3)sc2nc3c(cc12)C(=O)CCC3	114	93	107	100	101	97	111	53
55	C/C(=N\N1C(=O)c2ccccc2NC1c1ccc(F)cc1)c1c(O)cc(C)oc1=O (configuration not stated)	82	86	102	95	103	104	100	98
56	CC1(COc2ccc3ncc(C#Cc4cncc(C(=O)Nc5ccc(C#N)c(C(F)(F)F)c5)c4)n3n2)COC1	95	105	122	92	75	114	96	93
57	COc1cc(/C(C)=C(\c2ccc(Cl)cc2)c2ccc(OCCCN(C)C)cc2)ccc1F	20	23	92	67	93	108	83	77
58	O=C(CSc1nc(-c2ccccc2)cc(=O)[nH]1)Nc1nc(-c2ccccc2)cs1	45	88	88	77	116	97	90	72
59	O=c1ccn(-c2ncnc3nc[nH]c23)cc1	86	90	99	88	101	.	82	84
60	Nc1ncnc2c1ncn2C1OC(CO)CC1F (configuration not stated)	102	102	97	114	127	99	115	102

Down the list, from the results shown:
HS 578T for entries 56–60: 96, 83, 90, 82, 115
K-562 for entries 56–60: 105, 23, 88, 90, 102

Other results:
cpd	compound	SR	K-562	BT-549	MCF7	MDA-MB-231	MDA-MB-468	HS 578T	T-47D
61	O=C(Nc1cccc(C2=NCCN2)c1)c1ccc(-c2ccc(C(=O)Nc3cccc(C4=NCCN4)c3)cc2)cc1	72	35	93	18	80	62	98	58
62	NS(=O)(=O)c1ccc(CCNC(=O)CSc2nc3c(c(=O)[nH]2)CCCC3)cc1	107	101	107	103	100	111	108	108
63	O=C(CNC(=O)NCC1CCC(F)CC1)NC1NC2CCCCC2N1 (configuration not stated)	112	110	92	88	98	99	83	101
64	COc1cc(/C=C/C(=O)c2ccc(Nc3ncnc4cc(OC)c(OC)cc34)cc2)cc(OC)c1	31	41	105	73	104	101	97	100
65	CSc1nc2nc3c(nc2c(=O)n1C)C(=O)c1ccccc1C3=O	6.6*	.	-95*	-62*	-4.3*	-58*	-22*	-45*
66	Cc1ccc(-c2c(C(=O)NS(=O)(=O)C3CC3)n(Cc3cccc(C(F)(F)F)c3)c3ccccc23)cc1Cl	.	73	89	72	69	64	85	60
67	Cc1ccc(N2C=[N+](C)c3ccc(C)cc3C2)cc1	86	60	97	101	95	98	.	102
68	C=CC(C)(C)[C@]1(C[C@@H]2NC(=O)C3CCCN3C2=O)C(=O)Nc2cc(O)ccc21 (some centres not stated)	103	98	108	101	93	105	92	98
69	COc1ccc(C2OC(N)=C(O)C2=O)cc1OC (configuration not stated)	.	95	102	94	.	109	70	.
70	CCOC(=O)N1CCN(C(=O)OCC)CC1	114	109	86	98	113	101	118	93

Individual results from the list:
K-562 with #47 → 89
MDA-MB-468 with #29 → 109
T-47D with #70 → 93
MDA-MB-468 with #45 → 102
BT-549 with #62 → 107

(continued)
cpd	compound	SR	K-562	BT-549	MCF7	MDA-MB-231	MDA-MB-468	HS 578T	T-47D
71	COc1cc(C2Nc3cc(C)c(C)cc3-n3c(C)cc(=O)n32)cc(OC)c1OC (configuration not stated)	114	105	125	93	106	100	107	94
72	Cc1ccc(N(CC(=O)Nc2ccc(S(=O)(=O)N3CCOCC3)cc2)S(=O)(=O)c2ccc(Cl)cc2)cc1	86	89	88	89	92	82	85	84
73	Cc1c(C(N)=O)sc2nc(-n3nc(-c4ccc(Cl)cc4)cc3N)n(Cc3ccccc3)c(=O)c12	.	.	83	90	101	99	111	90
74	C=CCn1c(SCC(=O)Nc2ccc(C(=O)/C=C/c3cc(OC)c(OC)c(OC)c3)cc2)nnc1-c1cc(-c2ccc(Cl)cc2)nc2ccccc12	62	76	75	39	75	108	84	78

Full records, quoted from the list.
`C=CCn1c(SCC(=O)Nc2ccc(C(=O)/C=C/c3cc(OC)c(OC)c(OC)c3)cc2)nnc1-c1cc(-c2ccc(Cl)cc2)nc2ccccc12` in the list: SR = 62; K-562 = 76; BT-549 = 75; MCF7 = 39; MDA-MB-231 = 75; MDA-MB-468 = 108; HS 578T = 84; T-47D = 78
`COc1cc(C2Nc3cc(C)c(C)cc3-n3c(C)cc(=O)n32)cc(OC)c1OC` (configuration not stated) in the list: SR = 114; K-562 = 105; BT-549 = 125; MCF7 = 93; MDA-MB-231 = 106; MDA-MB-468 = 100; HS 578T = 107; T-47D = 94
